# GPR55 beta-arrestin = GPR55 agonists via beta-arrestin recruitment, primary screen, imaging, U2OS cells, beta-arrestin-GFP redistribution (AID 1961); U2OS GPR55 beta-arrestin-GFP redistribution imaging; higher % means a stronger effect; one-dose activation, % at 10 µM; EC50 in µM for titrated hits; 290,000 tested, 0.048% active;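 active means activation above 40% with more than 50 cells counted in the well; inconclusive means wells holding fewer than 50 cells, flagged as toxic or sparse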;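 further: U2OS osteosarcoma cells stably expressing GPR55 and beta-arrestin-GFP; plate controls were DMSO negative control for no effect and LPI positive control for full effect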
# Yfh1-depleted yeast = mitochondrial function rescue without frataxin homolog – Friedreich's ataxia, plus single-dose screen, dose response (AID 1465) | S. cerevisiae Yfh1-off respiration, WST-1 reduction, 72 h; higher fold induction means a stronger effect | 220,000 tested, 0.074% active | fold induction at 50 µM; hits with a dose series show EC50 in µM;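 active means fold induction of absorbance versus untreated yeast above a set limit, then at least 30% activation at any dose in follow-up; inconclusive means repeats straddling the limit, or above it without dose testing; inactive means fold induction below the set limit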;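 further: activators that raise dye reduction in frataxin-depleted yeast; strong numbers were not always called active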
# Large T inhibition = SV40 large T antigen inhibitors, biochemical (AID 1903). SV40 large T antigen ATPase/helicase inhibition assay; higher % means a stronger effect. one-dose inhibition, % at 20 µM; IC50 in µM for titrated hits. 310,000 tested, 0.39% active; in the data active means a potency from the dose series; inconclusive means inhibition mostly from about 32% at the one dose, without a potency; inactive means the rest, 99 in 100 with inhibition below about 32%; further: strong numbers were not always called active
# NTR1 ag = NTR1-driven beta-arrestin-GFP spot formation – imaging, U2OS cells, high content, primary screen (AID 493036) | P30989 | agonist mode | activation, % at 20 µM | 330,000 tested, 0.17% active;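 active means activation at or above 40% of the spot to cytoplasm intensity ratio, with at least 20 cells analyzed; inconclusive means wells under 20 cells, flagged as cytotoxic or low count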;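 further: 0% = DMSO without peptide and 100% = 100 nM NTR1 peptide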
# Target sequence (P30989 whole entry, looked up): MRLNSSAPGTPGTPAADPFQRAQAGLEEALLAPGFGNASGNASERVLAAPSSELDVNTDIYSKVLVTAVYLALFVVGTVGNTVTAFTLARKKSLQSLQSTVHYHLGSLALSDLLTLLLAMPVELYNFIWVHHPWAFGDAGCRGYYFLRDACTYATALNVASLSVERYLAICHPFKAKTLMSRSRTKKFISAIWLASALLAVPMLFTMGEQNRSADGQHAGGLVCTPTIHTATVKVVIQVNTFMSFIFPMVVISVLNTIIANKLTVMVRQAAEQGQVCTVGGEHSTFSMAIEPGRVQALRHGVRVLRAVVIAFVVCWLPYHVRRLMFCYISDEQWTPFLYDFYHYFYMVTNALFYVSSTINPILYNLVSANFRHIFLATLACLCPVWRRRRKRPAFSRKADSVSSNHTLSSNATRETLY
# GPR55 LPI antagonism = inhibition of LPI-stimulated GPR55 beta-arrestin translocation – imaging, U2OS, beta-arrestin-GFP, LPI agonist, primary screen (AID 2013); U2OS GPR55 beta-arrestin-GFP translocation imaging, LPI antagonism; higher % means a stronger effect; inhibition, % at 10 µM, or IC50 in µM where a hit was titrated; 290,000 tested, 0.13% active;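 active means spots per cell inhibited over 60%, with over 100 cells counted and total cytoplasm intensity under 500,000; inconclusive means wells with under 100 cells, flagged as likely toxic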;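 further: U2OS cells stably carrying GPR55 and arrestin-GFP stimulated by 5 µM LPI near EC80; imaged beta-arrestin-GFP aggregate spots per cell after agonist stimulation; plate controls were LPI-stimulated DMSO wells for no effect and DMSO wells without LPI for full effect; some results filed as inactive read as strong as hits; confirmed hits need IC50 under 10 µM and bright autofluorescent wells are also inconclusive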
# AID2073 = disruptors of CaV2.2 binding to Mint1 – biochemical, HTRF (AID 2073); HTRF protein-protein interaction, Mint1-CaV2.2; higher % means a stronger effect; one-dose inhibition, % at 20 µM; IC50 in µM for titrated hits; 290,000 tested, 0.19% active; in the data active means inhibition mostly above about 51%, no sharp cut-off; inconclusive means no clear call, values can overlap the other calls; inactive means mostly below about 53%; further: some results filed as inactive read as strong as hits
# GPR35 arrestin U2OS = GPR35 antagonists blocking zaprinast-driven arrestin recruitment, primary screen, imaging, U2OS, beta-arrestin-GFP, zaprinast agonist (AID 2058) | 290,000 tested, 0.052% active | inhibition, % at 10 µM, or IC50 in µM where a hit was titrated | U2OS GPR35 beta-arrestin-GFP translocation imaging, zaprinast antagonism; higher % means a stronger effect;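 active means inhibition of at least 50% with at least 30 cells and total cytoplasm GFP at most 10,000,000; inconclusive means under 30 cells or total GFP of 10,000,000 plus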
# Rac1 GTP hydrolysis = MgcRacGAP GTPase-activating activity inhibitors, confirmation, biochemical, ADP Hunter fluorescence. MgcRacGAP-stimulated Rac1 GTP hydrolysis, ADP Hunter fluorescence; higher % means a stronger effect; GST-tagged Rac1 F28L mutant substrate. inhibition, % at 30 µM; hits with a dose series show IC50 in µM. 340,000 tested, 0.6% active;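 active means first-screen hits whose inhibition reached a set limit at any dose in the follow-up dose series; inconclusive means inhibition above the set first-screen limit but never retested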;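 further: fluorescence reports GDP produced by GAP-driven GTP hydrolysis; strong numbers were not always called active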
# NS5 inhibitors = flavivirus cap methylation enzyme inhibition – biochemical, confirmation dose response, primary screen (AID 588689); Dengue-2 NS5 methyltransferase capping enzyme assay, biochemical; higher % means a stronger effect; one-dose inhibition, % at 25 µM; IC50 in µM for titrated hits; 340,000 tested, 0.3% active; in the data active means a potency from the dose series; inconclusive means inhibition above about 29% without an active follow-up result
# NTR1 ag cell count 20 µM = also measured in NTR1 ag; calls as there; cell count; measured here: cell count, cytotoxicity flag
# NS5 inhibitors pilot replicate = also measured in NS5 inhibitors; calls as there; inhibition, %; measured here: pilot screen replicate inhibition
# Active calls of the source: *; i = inactive; ? = inconclusive; · = not tested or not shown. No enrichment for hits; any-hit rate near 1.7%.
SMILES,GPR55 beta-arrestin,Yfh1-depleted yeast,Large T inhibition,NTR1 ag,NTR1 ag cell count 20 µM,GPR55 LPI antagonism,AID2073,GPR35 arrestin U2OS,Rac1 GTP hydrolysis,NS5 inhibitors,others
CC(/C=C/C=C/c1ccccc1)=N\NC(=O)c1cccnc1,0.0%,i,14%,-1.3,33,8%,-7%,4%,2%,-3%,
O=C(O)c1ccc(N=Nc2c(O)ccc3ncccc23)cc1,0.0%,·,15%,2.5,96,6%,-7%,-4%,?,26%,
O=[N+]([O-])c1ccccc1S(=O)(=O)Nc1cccc(-c2ccc(N3CCOCC3)nn2)c1,·,·,5%,-0.1,57,·,·,·,0%,2%,
Cc1cc(/C=C(/C#N)C(=O)O)c(C)n1-c1cccc2ccccc12,-0.1%,·,18%,-0.2,92,0%,28%,4%,7%,4%,
O=C(NC1CCSc2ccccc21)c1ccc(C(F)(F)F)cc1 (stereo not drawn),0.2%,·,7%,-0.2,50,-4%,-4%,14%,8%,-1%,
O=C(O)c1ccc(CN(c2ccccn2)S(=O)(=O)c2ccccc2)cc1,0.1%,i,11%,-0.2,55,4%,-10%,12%,3%,-4%,
COc1ccc(C(=O)O)cc1S(=O)(=O)NC(C)(C)C,-0.1%,i,15%,-0.8,45,20%,6%,5%,3%,-7%,
Cn1c(CNC(=O)OC(C)(C)C)nnc1SCC(=O)N1CCOCC1,-0.2%,i,21%,0.2,50,1%,5%,12%,5%,-8%,
COc1ccc(N2CCN(C(=O)COC(=O)CCS(=O)(=O)c3ccc(C)cc3)CC2)cc1,·,·,28%,2.2,72,·,·,·,21%,-1%,
Cc1noc(C)c1C(=O)NCCc1ccccc1,0.5%,i,3%,4.5,88,4%,6%,-9%,3%,-6%,
N#Cc1ccc(N2CCOCC2)c([N+](=O)[O-])c1,0.1%,i,4%,-0.7,36,-18%,11%,-9%,2%,-14%,
Cc1c(NC(=O)CSc2nnnn2-c2ccc(O)cc2)c(=O)n(-c2ccccc2)n1C,0.0%,i,0%,-1.5,95,-2%,4%,-11%,9%,-3%,
CC(=O)C1=C(O)C(=O)N(CCCn2ccnc2)C1c1ccc(Br)cc1 (stereo not drawn),0.5%,i,-2%,0.4,78,9%,-13%,18%,1%,·,
Cc1ccc(S(=O)(=O)NCC(=O)N(CCc2ccccc2)CC(=O)NCc2ccco2)cc1,0.0%,i,16%,·,·,12%,16%,-18%,0%,-6%,
COC(=O)c1sccc1NC(=O)Nc1ccccc1C,-0.1%,·,14%,-1.3,55,11%,12%,5%,7%,-8%,
CCOC(=O)C(=Cc1ccc(Br)cc1)C(=O)OCC,36%,i,10%,·,·,39%,38%,21%,5%,-35%,
COc1cccc(/C=N/N2CCN(Cc3ccccc3)CC2)c1O,0.2%,·,4%,0.6,75,-3%,2%,-6%,9%,3%,
CNC(=O)c1ccsc1NC(=O)C1CCCN1S(=O)(=O)c1cccs1 (stereo not drawn),·,·,3%,-0.6,62,·,·,·,10%,1%,
COc1cc(C)ccc1OCCOCCOc1c(C)cc(C)cc1Br,-0.3%,i,-2%,3.8,65,-2%,5%,3%,4%,-7%,
CCCc1cc(=O)oc2cc(C)cc(OCC(=O)NCCCn3ccnc3)c12,-0.2%,·,10%,-0.3,58,-1%,30%,4%,8%,-9%,
COc1ccc(-c2onc(C)c2-c2ccc(C(=O)OC(C)C)o2)c(O)c1,-0.1%,·,1%,8.4,58,0%,4%,-28%,4%,-11%,
CC(Oc1cc2oc(=O)c3c(c2cc1Cl)CCC3)C(=O)N1C[C@H]2C[C@@H](C1)c1cccc(=O)n1C2 (stereo partly drawn),0.6%,·,7%,3.6,74,9%,11%,-5%,7%,-1%,
COc1ccc(/C=N/n2cnn(Cc3ccccc3Cl)c2=S)cc1,1.3%,i,6%,1.5,47,16%,10%,-19%,9%,-1%,
O=C(CSc1nnc(Cc2cc(=O)[nH]c(=O)[nH]2)n1-c1ccccc1)N1CCCc2ccccc21,-0.1%,i,2%,-1.2,77,1%,27%,?,4%,-11%,
CCOc1ccc(C(C(=O)NC2CCCCC2)N(CCOC)C(=O)c2snc(C(N)=O)c2N)cc1 (stereo not drawn),-0.2%,·,6%,0.5,73,2%,-6%,0%,13%,-2%,
Nc1nc(SCC(=O)Nc2ccc(F)cc2)[nH]c(=O)c1NC(=O)c1ccc(F)c(F)c1,0.2%,·,13%,1.1,54,-5%,-1%,4%,4%,-8%,
COc1ccc(NC(=O)CN(c2ccc(C)cc2)S(=O)(=O)c2c(C)nn(C)c2C)cc1OC,0.5%,i,18%,4.2,75,6%,-2%,9%,-1%,6%,NS5 inhibitors pilot replicate=0.0
Cc1csc2nc(CNS(=O)(=O)c3ccc4c(c3)OCCO4)cn12,0.3%,i,4%,-2.2,50,14%,5%,9%,-1%,1%,
c1ccc(-c2cnnc(N3CCOCC3)n2)cc1,0.3%,i,6%,-0.7,62,-4%,-10%,3%,0%,-1%,
COc1ccc(OC)c(-c2csc(-c3cccs3)n2)c1,-0.1%,·,10%,0.5,41,0%,-5%,9%,0%,-3%,
CC(=O)C1=C(C)NC(SCC(=O)c2ccc(Cl)cc2Cl)=C(C#N)C1c1ccco1 (stereo not drawn),-0.2%,i,22%,19,57,31%,21%,-2%,10%,4%,
CCCC(=O)OC(C(=O)Nc1cc(C(F)(F)F)ccc1Cl)c1ccccc1 (stereo not drawn),0.2%,i,2%,1.2,65,3%,0%,-5%,4%,1%,
CCOC(=O)c1c(C)n(C)c2cc(-c3ccc(C)cc3)c(O)cc12,0.1%,i,-1%,0.3,95,3%,20%,-23%,15%,6%,
c1ccc(-n2c(SCc3nc(-c4cccs4)no3)nnc2-c2ccco2)cc1,0.0%,i,3%,5.1,40,5%,-16%,-21%,9%,-9%,
O=C1NC(=Nc2cccnc2)S/C1=C/c1ccc(F)cc1,-0.2%,i,4%,0.3,43,-11%,2%,9%,·,·,
NC(=O)CSc1nc2cc3c(cc2c(=O)n1CCCC(=O)NCc1ccc2c(c1)OCO2)OCO3,-0.1%,i,-4%,-0.3,70,0%,-4%,-1%,12%,-1%,
CCOc1ccc(CN2CCNC(=O)C2CC(=O)NCCC2=CCCCC2)cc1 (stereo not drawn),-0.1%,i,26%,1.1,39,6%,2%,21%,·,·,
COc1ccc(C)cc1N(CC(=O)N1CCOCC1)S(C)(=O)=O,-0.2%,·,0%,0.5,42,-18%,2%,1%,8%,2%,NS5 inhibitors pilot replicate=4.5
O=C(NC12CC3CC(CC(C3)C1)C2)c1ccc(=O)oc1,0.4%,i,11%,-0.2,64,-1%,2%,24%,8%,-1%,
COc1ccc(CC(=O)NNS(=O)(=O)c2ccc(F)cc2)cc1,·,·,6%,-0.7,55,-1%,11%,15%,5%,-3%,
CCOc1ccc(C(=O)NCCCN2CCOCC2)cc1OCC,-0.1%,i,3%,0.2,53,5%,1%,-8%,-3%,-2%,
O=C(c1cc(COc2c(F)cccc2F)on1)N1CCC(c2ccccc2F)C1 (stereo not drawn),-0.2%,i,-1%,4.4,42,1%,-8%,-14%,-11%,-1%,
CCCN(c1nc(C)cc(OC)n1)S(=O)(=O)c1ccccc1,-0.3%,i,-1%,0.8,47,11%,7%,18%,2%,-3%,
Cc1ccccc1/[N+]([O-])=C/c1ccncc1,-0.2%,i,7%,-3.7,69,-4%,-13%,11%,5%,-2%,
COCCOC(=O)C1=C(C)NC2=C(C(=O)CC(c3cccs3)C2)C1c1ccsc1 (stereo not drawn),-0.1%,i,9%,0.2,63,7%,11%,3%,11%,4%,
O=C(c1ccc(Cl)c([N+](=O)[O-])c1)N1CCN(C(=O)c2ccco2)CC1,0.5%,i,12%,0.0,44,1%,-2%,4%,7%,-10%,
CCCN(CC1CCCO1)C(=O)CCc1nnc(CCc2ccc(OC)cc2)o1 (stereo not drawn),-0.1%,·,6%,-0.5,90,10%,1%,-4%,11%,-4%,
COc1ccccc1C(=O)NC(=O)COC(=O)c1nc(Cl)ccc1Cl,·,·,3%,-0.6,49,·,·,·,9%,1%,
CCc1ccc(Oc2coc3cc(OCC(=O)Nc4cc(C)ccc4C)ccc3c2=O)cc1,-0.2%,i,15%,1.2,75,-3%,16%,2%,10%,-3%,
Oc1sc(C=Nc2ccc(F)cc2)c2ccccc12,-0.3%,i,13%,4.9,84,14%,5%,19%,6%,-38%,

# Next records.
SMILES,GPR55 beta-arrestin,Yfh1-depleted yeast,Large T inhibition,NTR1 ag,NTR1 ag cell count 20 µM,GPR55 LPI antagonism,AID2073,GPR35 arrestin U2OS,Rac1 GTP hydrolysis,NS5 inhibitors,others
O=C(NCCc1cccc(C(F)(F)F)c1)C1CCC(=O)N(Cc2ccc(Cl)cc2)C1 (stereo not drawn),-0.1%,·,0%,1.0,57,21%,11%,12%,0%,-6%,
CN(CC(=O)Nc1cccc(F)c1)C(=O)C1=COCCO1,·,·,23%,-0.1,58,·,·,·,3%,-4%,
Cn1nnnc1SCC(=O)N1CCc2ccccc21,-0.3%,i,13%,-0.4,49,0%,13%,0%,11%,-2%,
CCOC(=O)c1sc2nc(CSc3ccccc3)nc(N3CCCN(C)CC3)c2c1C,-0.3%,i,13%,4.5,38,79%,1%,-13%,149µM*,-11%,
O=C(CC1C(=O)NCCN1Cc1ccccc1C(F)(F)F)NCCN1CCOCC1 (stereo not drawn),0.4%,·,20%,-0.4,52,-14%,-4%,-18%,0%,-1%,
Cc1ccc(/C=c2\sc3nc(-c4ccccc4Br)nn3c2=O)o1,-0.1%,·,7%,1.3,76,0%,?,-1%,24%,-4%,
O=C(NCc1ccncc1)c1cc(F)c(F)cc1Cl,0.5%,i,6%,0.1,70,2%,-5%,-6%,0%,-2%,
Cc1nc2cccc(C)n2c(=O)c1Cl,-0.2%,i,5%,-0.2,49,-3%,6%,-2%,11%,-10%,
COc1ccc2nc(-c3cccc(N)c3)[nH]c2c1,0.6%,i,16%,-1.7,39,17%,29%,6%,9%,4%,
CC1CCN(S(=O)(=O)c2ccc(NC(=O)C3CC3)cc2)CC1,-0.1%,·,3%,0.5,53,-10%,10%,9%,5%,1%,
Cc1c(C)n(Cc2ccccc2)c2ncnc(NCCCN(C)C)c12,0.0%,·,15%,-0.7,100,15%,11%,2%,9%,-4%,
CCOC(=O)c1[nH]c2ccccc2c1NC(C)=O,-0.1%,i,·,-0.1,52,1%,0%,-18%,2%,1%,

# High-throughput results: PubChem BioAssay, several laboratories
